TIM10 inh – growth inhibitors of isogenic TIM10 control yeast, primary screen, counter-screen for tim10-1 yeast inhibitor project, luminescence, uHTS | S. cerevisiae TIM10 strain growth, BacTiter-Glo luminescence, 24 h | inhibition, % at 10 µM | 1.4% of 330,000 active | AID 463195, 2010;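 active = inhibition of 40% or more at the single tested concentration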;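 also: wild-type TIM10 isogenic control strain grown at permissive 25 °C; 0% = DMSO yeast wells and 100% = minimal medium wells without yeast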
APJ agonist – agonists of human apelin receptor APJ, primary screen, CHO-K1 cells, PathHunter beta-arrestin, luminescence; P35414; 0% DMSO wells, 100% apelin; activation, % at 20 µM; 0.11% of 330,000 active; AID 2520, 2010;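 active = activation more than six SD over the plate average, tested at 20 µM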;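 also: 0% = DMSO alone and 100% = apelin-13 at 10 nM; some results filed as inactive read as strong as hits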
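Assay system: engineered CHO-K1 APJ arrestin reporter cells; Amount: 1000 CHO-K1 reporter cells seeded per well; Dosing: one dose, 20 µM compound, 1% DMSO; Times: compound stimulation 90 min at 25 °C, detection 60 min; Measured by: luminescent beta-gal fragment complementation, chemiluminescent substrate; Read-out: APJ–arrestin association signal; Controls: DMSO vs Apelin-13 10 nM.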
Mdm2-MdmX inh – inhibitors of human Mdm2-MdmX association, primary screen, cell-based, luminescence, split luciferase, SaOS-2, uHTS; AID 485346, 2010; 3% of 330,000 active; inhibition, % at 8 µM; SaOS-2 split-luciferase Mdm2/MdmX complementation; Protein Mdm4 (Homo sapiens) + E3 ubiquitin-protein ligase Mdm2 (Homo sapiens), …;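 active = inhibition of at least 50% at 8 µM in the primary screen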
Target sequence (O15151 whole entry, looked up): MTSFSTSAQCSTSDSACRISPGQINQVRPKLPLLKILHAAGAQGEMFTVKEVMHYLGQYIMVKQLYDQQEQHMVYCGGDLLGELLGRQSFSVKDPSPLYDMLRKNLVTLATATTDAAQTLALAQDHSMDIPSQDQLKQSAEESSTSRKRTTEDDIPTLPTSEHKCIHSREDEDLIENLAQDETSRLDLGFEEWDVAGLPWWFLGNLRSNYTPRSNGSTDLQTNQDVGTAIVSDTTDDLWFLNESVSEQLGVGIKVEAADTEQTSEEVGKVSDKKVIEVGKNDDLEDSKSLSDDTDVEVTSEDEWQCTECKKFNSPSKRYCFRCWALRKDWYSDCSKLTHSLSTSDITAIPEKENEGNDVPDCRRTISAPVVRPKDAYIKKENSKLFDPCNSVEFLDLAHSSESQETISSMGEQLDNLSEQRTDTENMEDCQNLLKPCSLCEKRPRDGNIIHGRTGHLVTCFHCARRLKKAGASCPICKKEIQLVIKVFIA
Target sequence (Q00987 whole entry, looked up): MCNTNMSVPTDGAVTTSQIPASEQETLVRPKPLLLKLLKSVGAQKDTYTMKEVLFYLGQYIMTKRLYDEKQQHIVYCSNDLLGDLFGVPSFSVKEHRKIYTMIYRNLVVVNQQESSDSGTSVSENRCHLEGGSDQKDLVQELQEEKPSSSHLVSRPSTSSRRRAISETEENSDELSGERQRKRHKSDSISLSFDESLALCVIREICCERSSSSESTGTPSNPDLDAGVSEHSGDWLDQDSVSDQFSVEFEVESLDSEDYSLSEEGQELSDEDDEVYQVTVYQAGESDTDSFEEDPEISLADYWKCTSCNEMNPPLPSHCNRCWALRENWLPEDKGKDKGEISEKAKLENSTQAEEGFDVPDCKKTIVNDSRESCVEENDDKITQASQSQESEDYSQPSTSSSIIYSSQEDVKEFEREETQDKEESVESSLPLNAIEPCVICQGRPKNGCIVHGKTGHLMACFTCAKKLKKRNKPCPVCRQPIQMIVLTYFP
CXCR6 block – CXCR6 receptor inhibitors, primary screen, cell-based, beta-arrestin, luminescence, CHO-K1 PathHunter, 1536-well. C-X-C chemokine receptor type 6 (Homo sapiens), O00574. inhibition, % at 20 µM. 0.36% of 360,000 active; in the data active = inhibition above about 34%, passing the limit was not always enough;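 also: antagonist mode with CXCL16 agonist at 10 nM final; 0% = 10 nM CXCL16 with DMSO and 100% = unstimulated wells without agonist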
tim23-1 inh – growth inhibitors of tim23-1 mutant yeast, primary screen, luminescence, uHTS | S. cerevisiae tim23-1 growth, BacTiter-Glo luminescence, 24 h | inhibition, % at 20 µM | 1.3% of 330,000 active | AID 463212, 2010;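 active = growth inhibition of the mutant yeast at or above 50%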;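 also: temperature-sensitive mutant grown at 25 °C; plate controls were DMSO-treated mutant yeast for no effect and medium wells lacking yeast for full effect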
CHOP UPR activ – activators of apoptotic CHOP UPR arm, primary screen, cell-based, CHO-CHOP luciferase reporter, luminescence, uHTS; UPR activation; percent of tunicamycin response over DMSO baseline; 0.34% of 330,000 active; activation, % at 10 µM;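 active = at 10 µM dose, activation of 40% or more, normalized to positive control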;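 also: 100% = tunicamycin at 10 µg/mL and 0% = DMSO alone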
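Test system: CHO-CHOP cells, stable luciferase reporter of PERK-eIF2a-CHOP signalling | Quantity: 500 CHO-CHOP cells per well | Buffer or medium: F12 plus 10% serum | Compound dosing: 10 µM single point, 0.5% DMSO | Schedule: 6 h compound treatment, 37 °C | Signal: Luciferase luminescence | Control set: Tunicamycin high control, DMSO low control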
APJ antagonist – antagonists of human apelin receptor APJ, primary screen, CHO-K1 cells, beta-arrestin complementation, luminescence; inhibition, % at 20 µM; P35414; 0.32% of 330,000 active; AID 2521, 2010;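 active = inhibition above about 40% at 20 µM, limit read from the data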;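 also: cells challenged with 10 nM apelin-13 agonist together with compound; plate controls were apelin-13 plus DMSO wells for no effect and DMSO wells lacking apelin-13 for full effect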
UPR XBP1 act – activators of adaptive XBP1 UPR arm, primary screen, cell-based, CHO-XBP1 luciferase reporter, luminescence, uHTS | IRE1-XBP1 UPR activation; percent of tunicamycin response, DMSO as zero | activation, % at 20 µM | 0.33% of 330,000 active;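 active = versus positive control, 20 µM dose yields 30% or more activation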;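 also: 100% = tunicamycin at 10 µg/mL and 0% = DMSO only wells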
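Material: CHO cell line with stable XBP1 luciferase reporter; buffer or medium: F12 medium containing 10% fetal bovine serum; compound: single point, 20 µM final compound, 1% DMSO; incubation: 6 h treatment, 37 °C; measured by: glow luminescence from Steady-Glo reagent; evaluation: activation, % of tunicamycin; control set: tunicamycin high, DMSO low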
tim10-1 inh – growth inhibitors of tim10-1 mutant yeast, primary screen, luminescence, uHTS. S. cerevisiae tim10-1 ts strain growth, BacTiter-Glo, 24 h. inhibition, % at 20 µM. 2.2% of 330,000 active;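 active = inhibition of at least 40%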;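 also: mutant grown at 25 °C; 0% = DMSO wells with yeast and 100% = wells holding no yeast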
* = called active by the depositor; nt = not tested or not shown. These rows are one share of the data. The share of hits here may be higher or lower than overall.

Values in the order: UPR XBP1 act	TIM10 inh	CXCR6 block	Mdm2-MdmX inh	APJ agonist	APJ antagonist	tim23-1 inh	CHOP UPR activ	tim10-1 inh
1	O=C(Cn1cc2c(n1)CCCCC2)N1CCc2ccccc21
  1	0	-10	0	-3	16	6	1.8	-6
2	COc1cccc(NC(=O)CSc2nnc(-c3cc(C)n(-c4ccccc4)c3C)o2)c1
  -4	23	3	82*	2	2	24	-7.8	37
3	O=C(Nc1ccccc1Br)c1ccc(OC(=S)N2CCOCC2)cc1
  0	4	-4	-27	-2	30	-1	4.9	-10
4	CC(=O)c1ccc(OCCCC(=O)NC2CCC(C)CC2)cc1 (stereo not drawn)
  -2	5	3	18	0	14	12	2.4	3
5	COc1ccc(Cl)cc1NC(=O)CSc1nnc(C2CC2)n1C
  0	-8	6	-6	0	-10	3	-0.7	4
6	CC(=O)c1ccc(S(=O)(=O)N2CCN(C(=O)CCC3CCCC3)CC2)cc1
  -1	16	-2	-1	-2	-6	8	-1.2	29
7	COc1cccc(C(=O)Nc2cc(=O)n(C)c(=O)n2C)c1OC
  -3	1	-9	-25	-4	-3	1	1.4	1
8	Cc1cnnn1-c1cccc([N+](=O)[O-])c1
  0	4	-1	18	0	9	17	-0.9	16
9	CN(CC(=O)Nc1ccc(C#N)cc1)Cc1ccc(Cl)c(Cl)c1
  2	10	-12	13	-7	4	35	-0.1	29
10	Cc1nn(C)cc1CNC(=O)c1cnn2c1NC(c1ccc(Br)cc1)CC2C(F)(F)F (stereo not drawn)
  -2	14	2	30	0	6	19	-1.0	16
11	Cn1c(=O)c2c(ncn2CC(O)CO)n(C)c1=O (stereo not drawn)
  -6	6	-2	28	-5	-1	9	1.2	-3
12	Cc1nc(=O)c(-c2ccccc2)c(C)n1-c1ccc(C(=O)O)cc1
  -2	-1	-8	14	-2	-10	6	-2.7	8
13	NC1=NC[C@H](Cc2ccccc2)N1CCCCC1CCCCC1
  6	34	-19	78*	-2	20	35	-0.2	-18
14	Cc1ccc(C)c(S(=O)(=O)NCc2ccc(C(=O)NCc3ccco3)cc2)c1
  -3	-31	2	14	-1	-14	-6	1.0	23
15	CCCCSCCCNC(=O)c1cn(C)c2ccc(S(=O)(=O)N3CCCC3)cc2c1=O
  -5	-6	3	13	4	1	-9	-2.1	0
16	CCC(NC(=O)c1cc(COc2ccc(OC)cc2Cl)on1)c1ccncc1 (stereo not drawn)
  -3	1	-5	6	4	11	19	4.5	21
17	CCn1cc(CNC(=O)NC2CCCCC2)c(C)n1
  1	18	-3	-5	-4	-13	8	3.7	7
18	O=c1cc(-c2ccc(Cl)cc2)[nH]c2ccccc12
  -2	-21	nt	4	-3	-29	0	3.7	-6
19	CNC(=S)N(Cc1ccco1)Cc1cc2cc(OC)c(OC)cc2[nH]c1=O
  4	-6	-5	9	1	9	1	-0.1	8
20	CCOc1ccccc1C(=O)OCC(=O)NCC1CCCO1 (stereo not drawn)
  -3	-3	-2	-24	-3	7	-9	-1.0	-9
21	Cc1ccccc1CN1C(=O)CSc2ccc(C(=O)N3CCOCC3)cc21
  -3	0	-6	7	-2	-7	12	-0.6	-2
22	COc1ccc(S(=O)(=O)Nc2cc(C(=O)NCCC(C)C)ccc2N2CCOCC2)cc1
  0	9	-3	7	-1	2	21	1.2	21
23	CCn1nc(C)c(CNC(=O)C2CCC(=O)N(Cc3cccc(F)c3)C2)c1C (stereo not drawn)
  -3	-1	0	28	-3	11	2	0.6	-6
24	CN1CCN(S(=O)(=O)c2cccc(C(=O)N(Cc3nnc(-c4ccc(Cl)cc4)o3)C3CC3)c2)CC1
  -1	4	6	14	3	1	14	0.5	0
25	CCCCNC(=O)CCCCCn1c(=O)[nH]c2cc(C(=O)OC)ccc2c1=O
  -2	13	-10	15	-1	8	15	0.9	14
26	COc1ccc(CCNC(=O)C2CCN(C(=O)c3ccc(Br)cc3)CC2)cc1OC
  -5	3	1	-14	-3	6	-1	-1.1	0
27	CCN(CC)S(=O)(=O)c1ccc(NN)nc1
  -1	8	-8	3	-4	-8	3	-1.4	6
28	Cc1ccc(NC(=O)Cc2ccccc2Cl)cc1S(=O)(=O)N(C)C
  -2	-9	0	0	1	5	11	1.5	33
29	CC(C)(C)NC(=O)CSc1ncnc2c1nnn2Cc1ccccc1Cl
  -5	16	3	-12	-2	17	26	0.1	48*
30	Cc1cccc(C)c1NC(=S)N1CCOCC1
  0	-1	-2	13	1	18	2	-0.2	-38

Quoted at random: 2 entries already listed.
Values in the order: UPR XBP1 act	TIM10 inh	CXCR6 block	Mdm2-MdmX inh	APJ agonist	APJ antagonist	tim23-1 inh	CHOP UPR activ	tim10-1 inh
16	CCC(NC(=O)c1cc(COc2ccc(OC)cc2Cl)on1)c1ccncc1 (stereo not drawn)
  -3	1	-5	6	4	11	19	4.5	21
26	COc1ccc(CCNC(=O)C2CCN(C(=O)c3ccc(Br)cc3)CC2)cc1OC
  -5	3	1	-14	-3	6	-1	-1.1	0

Next section
Values in the order: UPR XBP1 act	TIM10 inh	CXCR6 block	Mdm2-MdmX inh	APJ agonist	APJ antagonist	tim23-1 inh	CHOP UPR activ	tim10-1 inh
31	CC(C)(C)NC(=O)C(c1ccc(F)cc1)N(Cc1ccco1)C(=O)CCC(=O)Nc1nccs1 (stereo not drawn)
  -3	-8	6	-4	3	-22	15	2.8	-2
32	CC1(C)CC(=O)C(Sc2nnc(-c3ccc(NS(C)(=O)=O)cc3)n2Cc2ccco2)C(=O)C1
  -2	0	-4	10	-1	9	8	-1.0	-3
33	c1ccc2[nH]c(CN3CCOCC3)nc2c1
  2	9	3	-19	2	9	6	2.5	7
34	CCOC(=O)c1nnn(-c2nonc2N)c1CSc1nnc(N)s1
  -4	10	4	-1	0	-14	-2	0.8	8
35	O=CN1CCN(C(=S)Nc2ccc(OC(F)F)cc2)CC1
  -4	-16	1	-15	0	1	-1	-1.0	-3
36	O=S(=O)(c1ccc(SCCOc2ccc(F)cc2)nc1)N1CCCC1
  -2	0	-7	27	-6	4	36	-1.3	21
37	CN(CC(=O)NCc1ccccn1)S(=O)(=O)c1ccccc1
  -1	-1	3	-10	2	-20	-6	-0.9	-2
38	COc1ccc(C(=O)OCC(=O)Nc2cc(C)on2)cc1S(=O)(=O)N1CCOCC1
  0	7	-3	-9	-2	-1	6	-0.7	12
39	COc1ccc(-c2cnc(N)nc2-c2ccc(OCc3ccccc3)cc2O)cc1
  3	19	8	44	-3	-3	12	0.7	9
40	COc1ccc(Cl)cc1S(=O)(=O)Nc1noc2ccccc12
  -8	-27	-2	15	-1	-19	1	1.3	17
41	Cc1cc(NC(=O)CCC(=O)N(c2ccc(F)cc2)C(C(=O)NC2CCCC2)c2cccnc2)no1 (stereo not drawn)
  -2	13	4	-4	-3	1	-1	-1.7	-24
42	Fc1ccc(CNCc2ccc3c(c2)OCO3)cc1
  -1	-15	3	1	0	15	-4	0.6	-1
43	COc1ccc(OCCOC(=O)c2[nH]c(C)c(C(C)=O)c2C)cc1
  3	4	-8	13	-1	-4	14	-0.2	13
44	CCOC(=O)N1CCN(C(=O)c2ccc3oc(CCCc4ccccc4)nc3c2)CC1
  -4	18	-1	-134	-2	-20	12	4.2	12
45	CCN1CCn2c1nc(N1CCCCC1)nc2=O
  5	-10	3	-9	-5	19	5	-1.3	-9
46	O=C(COc1ccc(-n2cnnn2)cc1)Nc1cc(Cl)cc(Cl)c1
  1	-11	-8	67*	5	15	1	1.8	-2
47	CCOC(=O)c1c(C)[nH]c(C)c1S(=O)(=O)NCc1ccccc1C
  -3	4	-9	16	-6	16	-1	-0.7	-2
48	O=C(CN(C1CCCCC1)S(=O)(=O)c1ccc(F)cc1)NCCCO
  -1	10	4	-2	-3	23	22	0.4	3
49	NS(=O)(=O)c1ccc(Nc2ccc3nonc3c2[N+](=O)[O-])cc1
  -2	-5	-2	4	0	-4	17	-4.0	6
50	CCOC(=O)C1=C(O)C(=O)NC(c2ccccc2)=C(OCC)C1
  1	-1	2	-6	-3	6	7	3.5	-1
51	CCN=C(N/N=C/c1ccc([N+](=O)[O-])cc1)SC
  0	4	0	-2	-2	-2	1	4.0	25
52	COc1ccc(N2C(=O)CC(Sc3n[nH]c(-c4ccc(C)cc4)n3)C2=O)cc1 (stereo not drawn)
  3	54*	-6	-25	0	8	29	5.2	55*
53	COc1ccc(NC(=S)Nc2ccc(S(=O)(=O)N3CCOCC3)cc2)c(OC)c1
  0	17	12	-3	-1	5	10	1.8	7
54	Cc1ccc(S(=O)(=O)NC(=O)Nc2ccc(C)cn2)cc1
  1	13	0	-2	2	-14	2	2.3	-13
55	O=C(Nc1ccc(F)cc1)Nc1ccc(Oc2ncnc3cc(Cl)ccc23)nc1
  1	6	-2	27	-2	-3	2	-2.1	-2
56	O=C(O)CCCN1C(=O)/C(=C/c2ccc(-c3nc4ccccc4s3)o2)SC1=S
  13	14	32	-10	-5	10	14	1.5	22
57	CNC(=O)NC1CCCc2ccccc21 (stereo not drawn)
  2	1	1	-3	-2	18	-1	0.2	0
58	CCN(CC)CCn1c2c(c(SCC(=O)Nc3cc(C)on3)nc1=O)CCCC2
  -1	2	4	15	-2	21	-12	0.0	-14

Source: PubChem
